# PostGolgi yeast – growth inhibition of a yeast mutant, post-Golgi transport screen | post-Golgi transport phenotypic cell assay | inhibition, % at 10 µM | 98,000 compounds, 0.9% hits;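 note: yeast cells grown in 1536-well plates; yeast grown about 18 h at 30C before absorbance read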
# EphB4 antag – antagonists of human EphB4-ephrin-B2 interaction. P54760. inhibition, % at 7 µM. 97,000 compounds, 0.15% hits. EphB4 LBD / TNYL-RAW-Alexa532 peptide, fluorescence polarization;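 active = inhibition above the screen-wide mean inhibition plus 3 SD, cut at about 15% in these data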;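 note: 0% = DMSO wells and 100% = excess unlabeled TNYL-RAW peptide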
# S1P2 agonist – S1P2 (human) receptor agonism | O95136 | activation, % at 4.5 µM | 97,000 compounds, 0.46% hits | S1P2-expressing cell line, agonist reporter read-out; in the data active = activation above about 16%;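 note: 0% = vehicle low control and 100% = maximal reference agonist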
# FAK inh – blocks human focal adhesion kinase activity. Q05397. biochemical FAK kinase activity assay. inhibition, %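 (tested at 7 µM)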. 97,000 compounds, 0.84% hits. AID 727; in the data active = inhibition above about 19%;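 note: 0% = DMSO and 100% = reference compound high control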
# Target sequence (Q05397 whole entry, looked up): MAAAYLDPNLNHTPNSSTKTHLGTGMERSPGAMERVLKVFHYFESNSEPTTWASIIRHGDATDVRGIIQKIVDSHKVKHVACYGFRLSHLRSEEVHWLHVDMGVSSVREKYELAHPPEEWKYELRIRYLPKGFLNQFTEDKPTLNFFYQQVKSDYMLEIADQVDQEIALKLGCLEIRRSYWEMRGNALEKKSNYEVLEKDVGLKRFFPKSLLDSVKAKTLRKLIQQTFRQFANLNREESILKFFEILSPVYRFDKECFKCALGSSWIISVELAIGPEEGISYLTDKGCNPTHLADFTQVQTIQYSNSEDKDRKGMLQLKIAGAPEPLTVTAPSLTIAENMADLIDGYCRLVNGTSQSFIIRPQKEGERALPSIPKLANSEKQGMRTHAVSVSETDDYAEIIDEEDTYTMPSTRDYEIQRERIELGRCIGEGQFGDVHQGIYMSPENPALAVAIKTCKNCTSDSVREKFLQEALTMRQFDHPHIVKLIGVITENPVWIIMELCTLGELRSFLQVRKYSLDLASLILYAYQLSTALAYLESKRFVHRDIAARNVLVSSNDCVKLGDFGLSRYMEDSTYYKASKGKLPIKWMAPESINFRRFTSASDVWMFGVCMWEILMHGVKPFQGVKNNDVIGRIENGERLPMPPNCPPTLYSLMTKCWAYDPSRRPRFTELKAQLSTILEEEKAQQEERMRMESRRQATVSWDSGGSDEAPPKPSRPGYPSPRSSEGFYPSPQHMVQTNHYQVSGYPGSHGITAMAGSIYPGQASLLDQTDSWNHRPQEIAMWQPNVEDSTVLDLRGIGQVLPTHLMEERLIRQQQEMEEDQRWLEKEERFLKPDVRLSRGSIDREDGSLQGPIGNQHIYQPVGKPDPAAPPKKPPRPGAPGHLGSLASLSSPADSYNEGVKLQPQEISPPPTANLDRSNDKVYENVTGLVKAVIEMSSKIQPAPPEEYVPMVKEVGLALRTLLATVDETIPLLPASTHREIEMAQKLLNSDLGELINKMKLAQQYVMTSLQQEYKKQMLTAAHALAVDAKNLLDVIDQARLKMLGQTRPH
# S1P2 antag – blocks the human S1P2 receptor; O95136; cell-based S1P2 antagonist assay, inhibition at 5 uM; inhibition, % at 5 µM; 97,000 compounds, 0.21% hits; AID 736; in the data active = inhibition above about 45%;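 note: CRE beta-lactamase reporter cells expressing human S1P2 stimulated with S1P; 0% = agonist at EC80 alone and 100% = agonist plus reference antagonist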
# LYP act – activators of human LYP (PTPN22) phosphatase. Q9Y2R2. 96,000 compounds, 0.11% hits. recombinant LYP, DiFMUP fluorescence; 0 = plate median, 100 = signal doubled. activation, % at 2 µM;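 active = activation at 2 µM above a set limit, the mean plus 5 SD, cut at about 37% in these data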
# PTPN22 inh 2 – inhibitors of human LYP (PTPN22) phosphatase; Q9Y2R2; recombinant LYP catalytic domain, DiFMUP fluorescence; inhibition, % at 2 µM; 96,000 compounds, 0.21% hits; AID 640;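 active = inhibition at 2 µM at or above a set limit, the screen mean plus 3 SD, cut at about 24% in these data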;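 note: 0% = DMSO with enzyme and 100% = enzyme fully blocked by orthovanadate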
# Rev-RRE block – HIV Rev-RRE protein-RNA interaction inhibition. Rev peptide-RRE RNA binding, FRET. inhibition, % at 8 µM. 97,000 compounds, 0.79% hits. AID 704;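 active = inhibition above the screen-wide mean plus 3 SD, cut at about 35% in these data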;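 note: 0% = median DMSO wells and 100% = median Neomycin B control wells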
# Target sequence (P05866 whole entry, looked up): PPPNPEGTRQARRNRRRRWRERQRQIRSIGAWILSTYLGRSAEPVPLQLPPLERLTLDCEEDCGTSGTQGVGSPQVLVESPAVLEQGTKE
#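 Assay system: Rev peptide and RRE RNA, both fluorescently labelled; times: 5 min preincubation and 15 min binding, 25 °C; detection: FRET, ex 480 nm, em 540 and 671 nm; read-out basis: % inhibition from 671/540 nm acceptor-to-donor ratio, scaled between controls; benchmarks: DMSO low control, neomycin B high control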
# PostGolgi ctrl – inhibits growth of the yeast control strain | efflux-deficient yeast background strain, growth absorbance A615, 16 h | inhibition, % at 10 µM | 98,000 compounds, 5% hits
# An asterisk follows results filed as active; x = not tested or not shown; [ ] = dose if it differs, or a comment. Cut-off read from the data, not from the text of the source, unless noted: active = inhibition above about 30%; inactive = the rest.
# Below each compound – PostGolgi yeast	EphB4 antag	S1P2 agonist	FAK inh	S1P2 antag	LYP act	PTPN22 inh 2	Rev-RRE block	PostGolgi ctrl
> O=S1(=O)C=C(SCc2ccccc2)Nc2ccccc21
 : -1	-1	-5	1	-3	0	-2	2	10
> O=C(NNC(=O)c1ccccc1-n1cccc1)c1ccc(Cl)cc1
 : -8	6	-4	-1	11	1	1	5	4
> COc1ccc(NC(=O)CCc2nc(-c3ccccc3F)no2)cc1
 : -6	-4	-3	-5	2	1	5	0	8
> Cc1c(C)n(CC(O)CN2CCOCC2)c2ccccc12 (stereo not drawn)
 : 4	-3	2	-11	-6	7	-9	-3	0
> CCc1c(O)nc(SCC(=O)Nc2ccc(OC)cc2)n(C2CCCCC2)c1=O
 : -6	-11	-1	3	1	3	-6	2	10
> O=C(CSc1nnc(COc2ccccc2)o1)c1ccccc1
 : 3	0	-2	2	-11	-4	6	1	22
> O=C(CSc1nc2ccccc2c(=O)[nH]1)N1CCCCCC1
 : 5	2	-9	8	4	4	-4	6	16
> COC(=O)c1oc2c(c1C)C1(CCC2)SCCS1
 : 0	-1	-2	3	-15	2	-1	5	15
> CC(=O)Nc1c2c(nn1-c1cccc(Cl)c1)CS(=O)C2 (stereo not drawn)
 : 1	-3	-5	0	-1	-7	3	5	2
> CC(=O)c1c(C)[nH]c(C(=O)CSc2nnc(C3CCCCC3)n2N)c1C
 : 7	-5	-5	0	9	10	-12	2	6
> COC(=O)c1cccc(NC(=O)C2COc3ccccc3O2)c1 (stereo not drawn)
 : 6	-3	-2	1	-15	3	-6	1	39*
> CCOc1ccc(C(=O)NCC2CCCO2)cc1 (stereo not drawn)
 : 0	3	-11	1	-11	-5	9	0	-2
> O=C(c1ccccc1F)N1CCN(c2ccccc2)CC1
 : 8	0	-3	-1	-13	6	-6	1	4
> Cc1cc(NC(=O)CSc2nc(C(C)C)nc3ccccc23)no1
 : -2	9	-3	45*	5	2	-2	1	5
> CC(=O)c1ccc2c3c(ccc(O)c13)CC2
 : -7	-16	-4	5	-18	-2	-2	-3	0
> O=C(c1ccccc1)c1ccc(Oc2ncccn2)cc1
 : 6	2	-1	-3	17	2	-4	1	1
> COc1ccc(-c2nc(C(N)=O)c3[nH]c(=O)n(-c4ccccc4OC)c3n2)c(OC)c1
 : -1	-4	-4	-2	-46	0	-3	17	5
> Cn1c(SCc2cc(=O)n3cc(Br)ccc3n2)nnc1C1COc2ccccc2O1 (stereo not drawn)
 : 4	-2	-9	-6	18	-9	8	-11	5
> COc1ccccc1OC(=O)c1ccc2nsnc2c1
 : -10	3	-3	2	-4	-13	8	3	5
> O=c1c2ccccc2nc2n1C(CSc1ccc(Br)cc1)CN2 (stereo not drawn)
 : 21	5	-3	1	-20	-3	5	7	-5
> CCOc1ccccc1CNS(=O)(=O)c1ccc2c(c1)oc(=O)n2C
 : -3	-6	-6	-1	-11	3	-6	-1	5
> CCC(=O)N1CCc2cc(S(=O)(=O)CCC(=O)NCc3cccs3)ccc21
 : -3	3	-1	1	3	4	-7	5	-2
> CCn1c2ccccc2c2cc(NC(=O)CSc3nnc(-c4ccc(OC)cc4)n3N)ccc21
 : -5	12	-11	15	30	-8	5	10	-3
> COc1ccc(C2=C(C#N)C(=O)OC2)cc1
 : -5	0	-2	-2	18	-8	9	5	14
> O=C(Nc1ccccc1)N1C2CCC1CC(O)(c1cccnc1)C2 (stereo not drawn)
 : -1	-11	-2	-2	8	9	-7	3	-9
> COc1cc(/C=N/Nc2nc3ccccc3o2)cc(OC)c1O
 : 12	7	-6	6	1	5	-3	3	-1
> COc1ccc(C(=O)NN(C)c2nc(-c3ccccc3)nnc2C(F)(F)F)cc1
 : 2	-6	-4	-4	6	1	2	3	35*
> Cc1ccc(N2C(=O)CC(Cn3nc(C)cc3C)C2=O)cc1 (stereo not drawn)
 : 6	3	-4	3	15	-4	3	9	7
> O=C1CC(C(=O)Nc2ccc(F)c(Cl)c2)N=C(N2CCCCC2)N1 (stereo not drawn)
 : 7	5	-2	1	-2	1	3	5	13
> CCOC(=O)C1CCN(Cc2cnc(Oc3ccc(C(C)(C)C)cc3)s2)CC1
 : 5	0	-3	-2	4	2	0	1	17
> CN(C)c1cccc(C(=O)Nc2cccc(F)c2)c1
 : -8	2	-4	-2	2	1	2	4	9
> COc1cc(=O)n(C)c2ccccc12
 : 5	7	-2	0	-11	12	-12	0	7
> Cc1cccc(NC(=O)c2ccccc2C(=O)O)c1
 : -2	-2	-3	16	9	0	2	5	1
> COc1ccc(S(=O)(=O)N(CC(=O)NCc2ccco2)c2ccccc2)cc1
 : -4	-11	0	2	18	-2	4	9	1
> CCOc1ccc(NC(=O)C2CCN(S(=O)(=O)c3c(C)n[nH]c3C)CC2)cc1
 : 10	-2	-4	1	-3	2	-4	-3	1
> CC(C)N1CC=C2C(C#N)=C(N)C(C#N)(C#N)C(c3ccccc3)C2C1 (stereo not drawn)
 : 0	-2	6	-2	-13	5	0	91*[fluorescence artefact?]	4
> CCOC(=O)CSC1=NC(=O)/C(=C\c2ccc(OC(C)=O)cc2)S1
 : 11	-3	-6	-1	22	-3	4	2	3
> Cc1occc1-c1nnc(SCC(=O)N2CCN(c3ccccc3)CC2)n1C
 : 2	-4	-6	5	1	-2	0	-2	-3
> CCc1nnc(NC(=O)c2ccc(S(=O)(=O)NCC(C)C)cc2)s1
 : -7	-5	-3	4	7	-1	4	7	-4
> Cc1nc2cc(CO)ccc2n1C
 : 0	-2	-2	-2	-2	1	-1	2	-5
> CCOC(=O)N1CCN(C(=O)c2cnn3ccccc23)CC1
 : -4	-1	-7	-2	9	1	-4	2	3
> COc1cccc(-c2nc(CS(=O)(=O)CC(=O)N3CCc4ccccc43)c(C)o2)c1
 : 1	-2	-2	-3	3	-11	10	11	9
> COC(=O)c1cc(NCc2cccs2)ccc1N1CCOCC1
 : -8	0	-5	0	5	-3	0	5	7
> Cc1nc(N2CCCC2C(=O)O)c2oc3ccccc3c2n1 (stereo not drawn)
 : 3	4	0	1	-3	2	-2	2	11
> COc1ccc(NC(=O)c2ccc(C(=O)c3ccccc3)o2)cc1
 : 22	1	-3	0	0	-8	7	6	-1
> Cc1ccc(-c2cc(C(F)(F)F)nc(SCC(=O)c3cccc([N+](=O)[O-])c3)n2)cc1
 : -6	2	-7	6	-10	1	4	8	0
> Cc1cc(=O)oc2cc(OC(C)C(=O)Nc3ccc(N4CCOCC4)cc3)ccc12 (stereo not drawn)
 : 6	8	-3	7	7	-4	8	3	-2
> Cc1ccc(C)c(N2CC(=O)N(c3cc(C)ccc3C)CC2=O)c1
 : 3	7	-6	3	7	-6	9	9	-2
> Cc1ccccc1Cn1c(CN2CCN(C(=O)c3ccco3)CC2)nc2c1c(=O)n(C)c(=O)n2C
 : -2	x	x	x	x	5	-7	x	0
> Cc1cc(C)c(S(C)(=O)=O)c(Oc2ccc(F)cc2)n1
 : 4	7	-10	-1	13	-1	4	6	6
> Cc1nc2ccccc2c(=O)n1NS(C)(=O)=O
 : 8	3	-3	2	14	-7	4	6	1
> CCCN(C(=O)c1ccccc1N)c1c(C)n(C)n(-c2ccccc2)c1=O
 : -1	-3	-5	-5	-12	1	-2	-4	-1
> CCC(=O)NC(c1cccc([N+](=O)[O-])c1)c1c(OC(C)=O)ccc2ccccc12 (stereo not drawn)
 : x	-6	-10	1	-19	9	-10	-1	x
> O=C(NCC1CCCO1)c1ccc(CS(=O)(=O)c2c(Cl)cccc2Cl)o1 (stereo not drawn)
 : 1	2	-3	0	9	-4	4	2	4
> COc1cccc(OCCn2cc(C(=O)c3ccco3)c3ccccc32)c1
 : -4	4	-2	3	-30	-3	2	19	28
> OCCN(Cc1ccccc1)CC1CC2C=CC1C2 (stereo not drawn)
 : 4	0	-4	0	6	4	-4	5	8
> CC(=O)Nc1cccc(-c2cnc3ccccc3n2)c1
 : -3	-2	-4	5	-7	-5	8	4	-1
> O=C(CN1CCN(S(=O)(=O)c2ccccc2)CC1)Nc1cccc(C(F)(F)F)c1
 : -7	2	-5	2	6	-9	7	6	26
> Cc1nn(-c2ccccc2)c(C)c1C(=O)OCC(=O)NCc1ccco1
 : 1	3	-4	10	-4	-2	-1	1	1
> CCOC(=O)CC1(CC(=O)OCC)NC(=O)c2c(C)sc(C(=O)OCC)c2N1
 : 0	6	-5	-3	3	3	-5	9	12

# Going on with the list.
# Below each compound – PostGolgi yeast	EphB4 antag	S1P2 agonist	FAK inh	S1P2 antag	LYP act	PTPN22 inh 2	Rev-RRE block	PostGolgi ctrl
> CCCSc1nc(C)cc(=O)[nH]1
 : -7	10	-8	-2	-45	9	-8	10	3
> COc1cccc(CNCCc2c[nH]c3ccccc23)c1OCc1ccccc1F
 : 18	3	-7	0	26	10	-8	-4	16
> Cc1ccc2[nH]c(=O)c(C(c3nnnn3C(C)(C)C)N(Cc3ccco3)CC3CCCO3)cc2c1 (stereo not drawn)
 : 9	-6	3	0	-13	4	-1	1	-6
> O=C(/C=C/Nc1ccc(OC(F)(F)F)cc1)C(F)(F)F
 : -1	1	-5	0	-2	8	-5	10	23
> COc1ccccc1C1CC(c2ccc(Cl)cc2)Nc2ncnn21 (stereo not drawn)
 : 4	0	-5	1	-5	-1	-1	9	3
> CCc1cc2cc3c(cc2nc1SCC(=O)Nc1nccs1)OCO3
 : -5	5	-4	-24	18	2	0	0	17
> COc1ccc(S(=O)(=O)NCc2ccccn2)cc1Cl
 : 0	3	0	0	2	4	-4	1	9
> COC(=O)CSC1=C(C#N)C(=O)NC(c2ccccc2)S1 (stereo not drawn)
 : 8	2	-5	2	-1	-12	13	5	3
> CCOCCCNC(=O)C(c1ccc(C)cc1)N(Cc1ccc2c(c1)OCO2)C(=O)c1cnccn1 (stereo not drawn)
 : 13	5	-12	1	1	3	0	2	13
> CC(O)CNc1nc2c(c(=O)n(C)c(=O)n2C)n1C/C=C/c1ccccc1 (stereo not drawn)
 : 3	1	-4	2	-9	-6	5	6	-7
> Cc1onc(-c2ccccc2)c1C(=O)OCC(=O)Nc1ccc2c(c1)OCO2
 : -1	0	-8	-4	12	-6	5	3	5
> CCCCOC(=O)Cn1c(=N)n(CCC)c2ccccc21
 : -3	-2	-11	-2	-10	31	-32	-7	-5
> CCCn1c(-c2ccc(OC)cc2)nc2nc3ccccc3nc21
 : -2	2	4	9	-29	-1	5	15	14
> COc1ccc2c(c1)CC(C1(O)C(=O)Nc3ccccc31)C2=O (stereo not drawn)
 : -9	5	-6	5	21	4	0	8	5
> COc1ccc(-n2nnnc2-c2cnc3cc4c(cc3c2C)OCO4)cc1
 : -7	-2	-6	2	-16	-1	5	0	1
> Brc1ccc(-c2nn3c(Cc4ccccc4)nnc3s2)o1
 : 1	0	2	-2	5	-1	0	8	14
> COC(=O)CSC(C(=O)Nc1ccc(C)c(C)c1)c1ccccc1 (stereo not drawn)
 : 0	2	-6	4	4	5	-6	2	6
> CC(=O)c1c(COC(=O)c2cccnc2)nc2ccccc2[n+]1[O-]
 : -2	0	0	-2	-14	1	-3	4	11
> O=C(Nc1ccccn1)NC12CC3CC(CC(C3)C1)C2
 : 11	-3	-4	-3	7	4	-7	5	16
> O=C(Nc1nccs1)c1ccc(S(=O)(=O)c2ccccc2)cc1
 : -3	-8	-1	1	-13	11	-12	0	10

# Entries above printed as active in Rev-RRE block.
Compound | EphB4 antag | S1P2 agonist | FAK inh | S1P2 antag | LYP act | PTPN22 inh 2 | Rev-RRE block | PostGolgi ctrl
CC(C)N1CC=C2C(C#N)=C(N)C(C#N)(C#N)C(c3ccccc3)C2C1 (stereo not drawn) | -2 | 6 | -2 | -13 | 5 | 0 | 91*[fluorescence artefact?] | 4

# Pulled by structure from the entries so far:
# Below each compound – PostGolgi yeast	EphB4 antag	S1P2 agonist	FAK inh	S1P2 antag	LYP act	PTPN22 inh 2	Rev-RRE block	PostGolgi ctrl
> O=C(Nc1ccccn1)NC12CC3CC(CC(C3)C1)C2
 : 11	-3	-4	-3	7	4	-7	5	16
> O=C(Nc1nccs1)c1ccc(S(=O)(=O)c2ccccc2)cc1
 : -3	-8	-1	1	-13	11	-12	0	10

# Source: PubChem BioAssay
